# From PubChem
# PL biosyn Enam: animal cell phospholipid biosynthesis inhibition, Enamine screen; hit rate 0.4% among 20,000; calls only at 10 µM; AID 1347385; ZR-82 CHO cells, pyrene fatty acid UV survival, CellTiter Blue; peroxisome-deficient CHO-K1 mutant line; plus DGAT-1, DGAT-2 and ACAT inhibitors;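 active means cell survival signal 2 SD away from solvent-only control wells, confirmed on one or two retests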;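 further: 3 h compound exposure then viability read about one day after UV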
# Calls only; i = inactive; + = active, no number. An excerpt; count on the stated rates, not on these rows.
SMILES,PL biosyn Enam
FC(F)Oc1ccc(/C=C2\CCCC3=C2Nc2ncnn2C3c2ccc(OC(F)F)cc2)cc1 (stereo not given),i
CCC(C)NC(=O)NC(=O)N(C1CCCCC1)S(C)(=O)=O (stereo not given),i
Cc1c[nH]c2c1C(=O)CCC2,i
CN1C(=O)/C(=N\N=c2\sc3ccccc3n2C)c2ccccc21,i
COc1cc(/C=N/N2CCCCC2)cc(OC)c1O,i
O=C1C2C3C=CC(C3)C2C(=O)N1c1ccc(I)cc1 (stereo not given),i
CCOC(=O)c1sc(N=Nc2[nH]c(C)c(C(=O)OCC)c2C)c(C(=O)OCC)c1C,+
CCOC(=O)C1CCN(Cc2oc(CO)cc(=O)c2O)CC1,i
CC(C)(C)c1ccc(-c2n[nH]c(=S)n2/N=C/c2cc(Br)ccc2O)cc1,i
O=C(O)CCC(=O)c1ccc(Cl)s1,i
c1nc(N2CCCCCCC2)c2c3c(sc2n1)CCC3,i
Cc1cccn2c(=O)c3cc(C(=O)N4CCCCC4C)sc3nc12 (stereo not given),i
O=S(=O)(Nc1ccc(NS(=O)(=O)c2ccc(Cl)s2)cc1)c1ccc2c(c1)OCCO2,i
COC(=O)c1sccc1NC(=O)/C=C/c1cccs1,i
S=C(NCC1COc2ccccc2O1)NC1CC2CCC1C2 (stereo not given),i
Cn1c(=O)c2c(ncn2CC(=O)NCCCO)n(C)c1=O,i
COC(=O)c1c(C)[nH]c(C(=O)C(C)OC(=O)C=C(C)C)c1C (stereo not given),i
Cn1c(SCC(=O)Nc2sc3c(c2C(N)=O)CCCC3)nnc1C1CC1,i
Cc1cc2nc(Sc3ccc4c(c3)OCCO4)c3ccccc3n2n1,i
CN(C)CCNC(=S)Nc1ccc(SC(F)F)cc1,i

# Next section; it opens with the three that closed the last part.
SMILES,PL biosyn Enam
Cn1c(SCC(=O)Nc2sc3c(c2C(N)=O)CCCC3)nnc1C1CC1,i
Cc1cc2nc(Sc3ccc4c(c3)OCCO4)c3ccccc3n2n1,i
CN(C)CCNC(=S)Nc1ccc(SC(F)F)cc1,i
O=S(=O)(Nc1nc2ccccc2nc1NC1CCCC1)c1ccc2ccccc2c1,i
Cc1c(N=C2C=CC(=O)c3ncccc32)c(=O)n(-c2ccccc2)n1C,i
c1csc(-c2noc(CSc3nnc(-c4cccs4)n3C3CC3)n2)c1,i
C=C(C)COc1cc2c(C(=O)OCC)c(C(C)(C)C)oc2cc1Br,i
C=CCN=c1scc(-c2ccccc2F)n1/N=C/c1cccc(O)c1O,i
O=S(=O)(N/N=C/c1ccc2c(c1)OCCO2)c1ccc(Br)cc1,i
Cc1cc(P(=Nc2ccccc2[N+](=O)[O-])(c2ccccc2)c2ccccc2)c(C)n1-c1ccc(Br)cc1,i
CCNC(=O)NC(=O)C(C)Sc1nnc(-c2ccco2)n1CC (stereo not given),i
O=c1[nH]c(=S)[nH]c2c1C(c1ccc(Cl)cc1)c1c([nH]c(=S)[nH]c1=O)O2,i
Nc1c(C(=O)CSc2nnc(-c3ccc4c(c3)OCO4)o2)c(=O)[nH]c(=O)n1C1CC1,i
c1ccc2c(COc3nncc4ccccc34)cccc2c1,i
O=c1c(C2=NCCCCC2)c(NC2=NCCCCCC2)[nH]n1-c1ccccc1,i
Cc1cc(=O)[nH]n1C,i
Cc1noc(C)c1S(=O)(=O)Nc1ccc(OC(F)F)cc1,i
COc1ccc(N=C(N)N=C(N)N)cc1,i
c1ccc(-c2cn3c4ccccc4nc3n2-c2ccc3c(c2)OCCO3)cc1,i
S=c1oc(-c2ccc3c(c2)OCO3)nn1CN(Cc1ccccc1)Cc1ccccc1,i
Brc1ccccc1/C=N/Nc1nncc2ccccc12,i
c1ccc(-c2n[nH]c(-c3c[nH]c4ccccc34)c2-c2nc3ccccc3[nH]2)cc1,i
Nc1ccc(S(=O)(=O)Nc2cnc3ccccc3n2)cc1,i
COC(=O)C(C(=S)N=P(N1CCOCC1)(N1CCOCC1)C(C)(C)C)c1ccc(C(=S)N=P(N2CCOCC2)(N2CCOCC2)C(C)(C)C)n1C (stereo not given),i
Cc1nn(-c2ccccc2)c2c1P(=O)(c1ccccc1)/C(=C1/N(C)c3ccccc3C1(C)C)C=N2 (stereo not given),i
Fc1ccc(C(C2=C(c3ccccc3)Oc3ccccc3O2)C2=C(c3ccccc3)Oc3ccccc3O2)cc1,i
CCCCN(C(=O)NC(=O)NC(C)C12CC3CC(CC(C3)C1)C2)S(C)(=O)=O (stereo not given),i
CC1(C)c2ccccc2N(c2ccccc2)C12C=Cc1cc([N+](=O)[O-])cc(Br)c1O2 (stereo not given),i
O=c1cc(CSc2nnc(-c3cccnc3)o2)nc2ccc(Br)cn12,i
CCCCCCCCn1c(O)c(C(C)=NCCCN2CCCC2)c(=O)[nH]c1=S,i
Nc1[nH]c(=O)[nH]c(=O)c1N=Nc1cc(C(=O)O)cc(C(=O)O)c1,i
O=C1CSC(=Nc2ccc(F)cc2)N1,i
FC(F)(F)c1nc(N2CCCC2c2cccs2)c2ccccc2n1 (stereo not given),i
O=C(CN1CCc2sccc2C1c1cccs1)N1CCOC1=O (stereo not given),i
COc1cc(C=NS(=O)(=O)c2ccc(Br)cc2)cc(OC)c1O,i
O=P1(NCCCN2CCOCC2)C=C(c2ccccc2)OC(c2ccccc2)=C1,i
c1ccc(-c2c3c(nc4sc5c(c24)CCCC5)-c2ccccc2OC3c2ccccc2)cc1 (stereo not given),i
CC1CCCCC1NC(=O)COC(=O)C1CC2CCCC(C1)C2=O (stereo not given),i
Cc1cc(NC(=O)Cn2ccsc2=N)no1,i
O=C(OCc1cc(=O)n2cc(Br)ccc2n1)C1=COCCO1,i
C=C(C)CSc1n[nH]c(=S)s1,i
COCCN=c1scc(-c2ccc(Br)cc2)n1/N=C/c1ccccc1I,i
CCOC(=O)C1CCCN(Cc2oc(CO)cc(=O)c2O)C1 (stereo not given),i
O=C1Nc2cc3c(cc2C1=O)OCCCO3,i
c1ccc(-c2cc(NC3CCCC3)nc3ccccc23)cc1,i
C/C(=N\NC(=O)NC1CCCCC1)c1ccco1,i
O=S(=O)(NC1CCCCC1Sc1ccccn1)c1ccccc1 (stereo not given),i
C=C1c2ccccc2NC(=S)N1C,i
CC(C)(C)OC(=O)NNC(=O)CNC(=O)c1ccc(Br)o1,i
OC(c1cccc(C(F)(F)F)c1)c1nnc(-c2ccccc2)o1 (stereo not given),i
CN1CCCN(Cn2nc(-c3ccc(C(C)(C)C)cc3)n(C3CCCC3)c2=S)CC1,i
COC(=O)c1sc(NC(=O)C2CCCO2)c(C(=O)OC)c1C (stereo not given),i
CCCCCCCC1(C)NC(=O)N(Nc2ncnc3sc4c(c23)CCCC4)C1=O (stereo not given),i
O=C(Cn1cnc2sccc2c1=O)NCC1CCCO1 (stereo not given),i
CN(C)C1(CNC(=O)CCc2nc3sc4c(c3c(=O)[nH]2)CCCC4)CCCCC1,i
OCCN1CCN(Cc2cc(Cl)c3cccnc3c2O)CC1,i
Cc1nn(CC(=O)OCC(=O)c2c(N)n(CC(C)C)c(=O)n(C)c2=O)c(C)c1[N+](=O)[O-],i
O=C(/C=C/c1cc(Cl)c2c(c1)OCO2)N1CCN(C(=O)C2CCCO2)CC1 (stereo not given),i
CCn1c(SCC(=O)c2[nH]c(C)c(C(C)=O)c2C)nc2sc(C)c(C)c2c1=O,i
CN1CC(=O)N(c2ccc(Cl)c(Cl)c2)C1=S,i
O=C(CNC(=O)C1CCCCC1)NCCO,i
Clc1ccc2nc(N/N=C/c3ccc4ncccc4c3)nc(-c3ccccc3)c2c1,i
NC(=S)N/N=C1/C(=O)c2cccc3cccc1c23,i
# The listing continues:
SMILES,PL biosyn Enam
O=c1[nH]c(Cn2cc(C(F)(F)F)cc(Cl)c2=O)nc2ccsc12,i
COC(=O)C1(C)CC2(C)CC(C)(C1)C(=O)N(C)C2=O (stereo not given),i
CSCCC(C(=O)O)N1C(=O)C2CCCCC2C1=O (stereo not given),i
O=C1OCC(CO)(CO)N=C1NNc1ccc(Cl)c(Cl)c1,i
c1ccc(-c2csc3[n+]2CCS3)cc1,i
O=C(CCn1c(=O)oc2ccccc21)NC1=NCCS1,i
NC(=S)CC(=S)N1CCOCC1,i
Cc1ccc(/C=c2\s/c(=C\C(=O)C(C)(C)C)n(CC(=O)NC34CC5CC(CC(C5)C3)C4)c2=O)s1,i
Fc1ccc(C2=CC(c3ccc4c(c3)OCO4)n3nnnc3N2)cc1 (stereo not given),i
O=[N+]([O-])c1cccc2ccc(/C=C/c3cc(Br)cs3)nc12,i
CN(C)C=Nc1ccc(OC(F)F)c(Cl)c1,i
Cc1nn(CC(=O)NCCC(C)C)c(C)c1S(=O)(=O)N(C)C,i
O=S1(=O)CC(NC(=S)Nc2ccccc2)C(NC(=S)Nc2ccccc2)C1 (stereo not given),i
O=C(O)Cc1cc(C(F)(F)F)on1,i
O=C(CSc1ncnc2sccc12)NC1CCS(=O)(=O)C1 (stereo not given),i
Nc1c(C(=O)CSc2nnc(-c3ccco3)n2C2CCCCC2)c(=O)[nH]c(=O)n1C1CC1,i
CNS(=O)(=O)c1ccc(Cl)cc1Cl,i
Nc1n[nH]c(CCCO)n1,i
O=C1C2C3CC(C2C(=O)N1c1cccc(C(F)(F)F)c1)C1C(c2cccnc2)c2sc(=O)[nH]c2SC31 (stereo not given),i
CN1CCN(NS(=O)(=O)c2ccc3ccccc3c2)CC1,i
Fc1ccc(NC(=S)Nc2ccc(Cl)c(C(F)(F)F)c2)cc1Cl,i
Cc1cc(=O)[nH]c(N/N=C/c2ccc(F)c(F)c2)n1,i
Cc1cc(NS(=O)(=O)c2ccc(NS(=O)(=O)c3ccc4c(c3)OCCO4)cc2)nc(C)n1,i
Cc1cc(C(=O)CSc2nnc(C3CC3)n2C2CC2)c(C)n1Cc1ccco1,i
Cc1ccc(/C=C2\CCC/C(=C\c3ccc(C)s3)C2=O)s1,i
Cc1cc(C2=NNC(=Nc3ccc(F)cc3)SC2)c(C)n1CC1CCCO1 (stereo not given),i
CC(=O)NN=C1CCC(C(C)(C)C)CC1 (stereo not given),i
Clc1ccc(OCc2cn3cccnc3n2)cc1,i
Oc1c(C(Nc2ccccn2)c2ccc(C(F)(F)F)cc2)ccc2cccnc12 (stereo not given),i
CCNc1nc(NCC)nc(N/N=C/c2ccc([N+](=O)[O-])o2)n1,i
O=C(O)c1ccc([N+](=O)[O-])s1,i
Oc1ccc(Br)cc1/C=N/N1CCCCC1,i
C=CCNc1nc(C(=O)OCC(=O)NCCN2C(=O)CSC2=O)cs1,i
O=C1/C(=C/c2cn(-c3ccccc3)nc2-c2cc3ccccc3oc2=O)NC(=S)N1c1ccccc1,i
Clc1ccccc1NN=C1c2ccccc2-c2ccccc21,i
CN(Cc1cc(=O)n2cc(Br)ccc2n1)Cc1cccs1,i
COc1ccc(N2CCN(c3nc4sccn4c3[N+](=O)[O-])CC2)cc1,i
Fc1cc(Cl)ccc1NC1=NCCCCC1,i
Cc1ccc(Cn2nccc2NC(=O)Cc2c(C)noc2C)o1,i
COc1cc(S(=O)(=O)N2CCN(C)CC2)ccc1F,i

# 14 entries picked at random from those above, as already listed:
SMILES,PL biosyn Enam
CCNc1nc(NCC)nc(N/N=C/c2ccc([N+](=O)[O-])o2)n1,i
Oc1c(C(Nc2ccccn2)c2ccc(C(F)(F)F)cc2)ccc2cccnc12 (stereo not given),i
Cc1cc(C2=NNC(=Nc3ccc(F)cc3)SC2)c(C)n1CC1CCCO1 (stereo not given),i
Clc1ccc(OCc2cn3cccnc3n2)cc1,i
Clc1ccccc1NN=C1c2ccccc2-c2ccccc21,i
Cc1cc(C(=O)CSc2nnc(C3CC3)n2C2CC2)c(C)n1Cc1ccco1,i
CC(=O)NN=C1CCC(C(C)(C)C)CC1 (stereo not given),i
COc1ccc(N2CCN(c3nc4sccn4c3[N+](=O)[O-])CC2)cc1,i
Cc1ccc(Cn2nccc2NC(=O)Cc2c(C)noc2C)o1,i
Fc1cc(Cl)ccc1NC1=NCCCCC1,i
Cc1cc(NS(=O)(=O)c2ccc(NS(=O)(=O)c3ccc4c(c3)OCCO4)cc2)nc(C)n1,i
Cc1ccc(/C=C2\CCC/C(=C\c3ccc(C)s3)C2=O)s1,i
Oc1ccc(Br)cc1/C=N/N1CCCCC1,i
CN(Cc1cc(=O)n2cc(Br)ccc2n1)Cc1cccs1,i

# (listing goes on)
SMILES,PL biosyn Enam
CC(C)NC(=S)N/N=C/C1CCCCC1,i
O=S(=O)(C1=Cc2ccccc2CC1)N1CCN(S(=O)(=O)c2ccc3c(c2)OCCCO3)CC1,i
Cc1ccc(-c2cn3nc(-c4ccc(Br)cc4)n4c3c2CCCC4)cc1,i
CCc1onc(C)c1C(=O)O,i
CC(C)(C)c1ccc(/C=C2\SC(=O)NC23Oc2ccccc2C2CC(c4ccccc4)=NN23)cc1 (stereo not given),i
CCCCCCCCCc1c(O)nc(SCCN(C)C)[nH]c1=O,i
Cc1ccc(C(=O)NNC(=O)c2ccoc2C)s1,i
CC(C)CN(C1CCS(=O)(=O)C1)S(=O)(=O)c1cn(C)c(=O)n(C)c1=O (stereo not given),i
c1ccc(-n2cnnc2SCc2nnc(-c3ccco3)o2)cc1,i
Cn1c(/C=N/Nc2nc3ccccc3[nH]2)nc2ccccc21,i
c1ccc(C2C/C(=N\N3CCOCC3)c3ccccc3O2)cc1 (stereo not given),i
O=C1Cc2cc(S(=O)(=O)N3CCCC3c3ccc4c(c3)OCCO4)ccc2N1 (stereo not given),i
O=S(=O)(c1cccc(N2CN(S(=O)(=O)c3ccccc3)c3nc4ccccc4nc32)c1)N1CCOCC1,i
Cc1noc(C)c1S(=O)(=O)Nc1ccc(N2CCOCC2)cc1N1CCOCC1,i
C=CCn1c(COc2ccc(Cl)cc2)n[nH]c1=S,i
CCCn1c(SCC(=O)c2cc(C)n(-c3cc(C)on3)c2C)n[nH]c1=O,i
c1ccc(-c2cc(CSc3nnc(C4CC4)n3C3CC3)no2)cc1,i
Nc1ncnc2sc3c(c12)CCC3,i
O=c1cc(CSc2ccc(F)c(F)c2)nc2ccc(Br)cn12,i
CCOC(=O)NC(O)C(F)(F)C(F)(F)C(F)(F)C(F)(F)C(F)(F)C(F)F (stereo not given),i
O=C1NC(=S)S/C1=C\c1c(F)cccc1F,i
